HCV inhibitor – qHTS Assay for Inhibitors of Hepatitis C Virus (HCV) | AID 651820, 2012 | Huh7.5.1 HCVcc-Cre infection, luciferase reporter, 44 h | 340,000 compounds, 3.4% hits | Potency, µM (top dose mostly 41.8 µM), without a hit: top-dose activity change, negative = inhibition, most hits filed as inhibitors
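Compounds are dispensed onto cells plated 4 h earlier at 1,000 per well, with HCVcc-Cre virus (about 0.5 moi) added next. Following 44 h of culture, luminescent signal is measured for 15 sec after 15 min with substrate at room temperature.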
LmPK inhibitor – qHTS Assay for Inhibitors of Leishmania Mexicana Pyruvate Kinase (LmPK); purified LmPK, Kinase-Glo ATP luminescence, 1 h; Potency, µM (titrated, usually from 57.5 µM), inactives show at the highest dose activity change, negative = inhibition, hits mostly inhibitors; 290,000 compounds, 0.37% hits; AID 1721, 2009
Target sequence (Q27686 whole entry, looked up): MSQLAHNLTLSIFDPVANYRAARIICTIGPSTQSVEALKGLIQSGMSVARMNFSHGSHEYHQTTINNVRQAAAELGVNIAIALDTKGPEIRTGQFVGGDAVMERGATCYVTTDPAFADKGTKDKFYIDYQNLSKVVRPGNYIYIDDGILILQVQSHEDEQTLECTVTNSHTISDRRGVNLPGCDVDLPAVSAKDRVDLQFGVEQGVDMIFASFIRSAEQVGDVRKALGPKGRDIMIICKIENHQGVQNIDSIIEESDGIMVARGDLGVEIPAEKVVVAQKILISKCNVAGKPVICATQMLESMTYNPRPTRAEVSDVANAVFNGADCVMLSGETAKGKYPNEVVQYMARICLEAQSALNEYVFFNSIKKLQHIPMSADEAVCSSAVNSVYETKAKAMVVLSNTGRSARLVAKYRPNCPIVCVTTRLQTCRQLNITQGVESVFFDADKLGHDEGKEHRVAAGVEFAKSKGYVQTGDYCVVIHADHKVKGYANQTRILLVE
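Kinase-Glo luminescence read after 1 h RT reaction of 0.1 nM LmPK with 0.5 mM PEP and 0.1 mM ADP. Activity scaled between uninhibited and enzyme-free controls.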
Pf growth 96h – Primary qHTS for delayed death inhibitors of the malarial parasite plastid, 96 hour incubation; 320,000 compounds, 6.9% hits; Potency, µM (doses to about 28.7 µM), without a hit: at the highest dose activity change, negative = inhibition, most hits filed as inhibitors; P. falciparum luciferase reporter growth, 96 h
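Infected RBCs, 2% Hct / 0.05% parasitemia final; luciferase-reporter P. falciparum; cpd 96 h, 37 C, 5% CO2; luciferase detection reagent; luminescence.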
Pf growth 48h – Primary qHTS for delayed death inhibitors of the malarial parasite plastid, 48 hour incubation; 310,000 compounds, 5.9% hits; P. falciparum luciferase growth in erythrocytes, 48 h; Potency, µM (top dose mostly 28.7 µM), without a hit: at the top dose activity change, negative = inhibition, actives largely listed as inhibitors
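Here the parasites carry a stable luciferase gene and grow inside erythrocytes in Albumax-based RPMI medium with compound for one erythrocytic cycle. Activity is scored as loss of luminescent signal.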
Sm TGR block – qHTS Assay for the Inhibitors of Schistosoma Mansoni Peroxiredoxins; Schistosoma mansoni thioredoxin glutathione reductase (TGR), Q962Y6; purified TGR, DTNB reduction, TNB absorbance 405 nm; Potency, µM (titrated, usually from 114 µM), without a hit: top-dose activity change, negative = inhibition, actives largely listed as inhibitors; 360,000 compounds, 3% hits; AID 485364, 2010; note: nearly all actives have a fitted effect of over 60% in size
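TGR 20 nM + NADPH 100 uM (dispensed conc.), cpd preinc 15 min RT; start with NADPH (500 uM addition) then DTNB (15 mM addition). Kinetic TNB absorbance, 405 nm filter. Four-parameter Hill fit across titration.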
Tb PYK inh – qHTS of Trypanosoma Brucei Inhibitors. 410,000 compounds, 0.12% hits. TbPYK enzyme, Kinase-Glo Plus ATP luminescence, 45 min. Potency, µM (titrated, usually from 76.8 µM), inactives show at the top dose activity, negative = inhibition, usual class: inhibitors. AID 624173, 2012; note: nearly all actives have a fitted effect of over 50% in size
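Readout: single end-point luminescence (Kinase-Glo Plus, 10 min). Reaction conditions were TbPYK/substrate plus 130 uM ADP, 45 min at RT, pH 7.2 TEA buffer. No-enzyme wells served as controls, and data were normalized before concentration-response fitting.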
An asterisk follows results filed as active; ? = inconclusive; . = no result given; & = joins results of further samples; [ ] = dose if it differs, or a comment. Calls come from the whole dose curve; as a rule, active = well fitted curve in the direction sought with a large enough effect; inconclusive = small, poorly fitted or top-dose-only effect, or another doubt; inactive = no such curve, though single readings can be large; an effect the other way counts as inactive or inconclusive. % is set by controls: 0 for no effect and ±100 for the full control effect; potency is the fitted concentration of half-maximal effect.

SMILES	HCV inhibitor	LmPK inhibitor	Pf growth 96h	Pf growth 48h	Sm TGR block	Tb PYK inh
CC(CNC(=O)c1cccnc1)NC(=O)c1cccnc1 (configuration not stated)	.	.	8%	-6%	.	3%
CCOc1ccc(-n2c(C)c(C(C)=O)c3cc(OC(C)=O)ccc32)cc1	?	-2%	6%	?	3%	-6%
Cc1cc(C)n(-c2nc3c(c(=O)[nH]c(=O)n3C)n2CC(O)COc2ccc(Cl)cc2Cl)n1 (configuration not stated)	-5%	7%	52%	-8%	-3%	-2%
COc1cc(CNCCc2ccccc2F)ccc1OCC(=O)N1CCCCC1	-3%	2%	13µM*	-27%	?	3%
Cc1cc(NS(=O)(=O)c2ccc(NC(=O)Nc3cccc(C(F)(F)F)c3)cc2)no1	16%	2%	14%	15%	-1%	-5%
COc1ccc(S(=O)(=O)NCC(=O)Nc2ccc3c(c2)OCCO3)cc1OC	-4%	11%	-15%	?	12%	7%
O=C(CCNS(=O)(=O)c1ccc(OC(F)(F)F)cc1)NCCc1c[nH]c2ccccc12	?	.	10µM*	?	4%	0%
O=C(NCCCN=C1NS(=O)(=O)c2ccccc21)c1ccc(F)cc1	33%[activator]	7%	-2%	10%	0%	4%
COc1cc(OC)cc(-c2nc3ccccc3c(=O)n2OC(=O)c2ccc(C)c(C)c2)c1	-4%	4%	?	0%	-6%	0%
O=C(Nc1ccc2c(c1)OCO2)N1CCN(C/C=C/c2ccccc2)CC1	-5%	5%	8%	1%	13%	1%
CCCN1CCC(=O)N([C@H](COc2ccccc2)Cc2ccccc2)CC1	-4%	-3%	?	?	-25%	4%
Cc1cc(Cl)ccc1NC(=O)c1ccc2c(c1)OCO2	-15%	-6%	62%[activator]	86%[activator]	-17%	-2%
COc1cccc(N(C(=O)c2nc3nccc(C)n3n2)c2nc3ccccc3s2)c1	-16%	-1%	.	140%[activator]	4%	-4%
CC(C)CN(C(=O)COC(=O)C1c2ccccc2Oc2ccccc21)C1CCS(=O)(=O)C1 (configuration not stated)	-11%	5%	.	?	-16%	-1%
COc1cc(CNCc2ccccn2)ccc1OCC(N)=O	-5%	1%	47%[activator]	-14%	32%	-6%
O=C(Nc1ccnn1C1CCN(Cc2ccn[nH]2)CC1)c1ccccc1	3%	-12%	3%	7%	-13%	-4%
O=C(NNC1=NCCC1)c1cccc(S(=O)(=O)N2CCCCC2)c1	17%	0%	-27%	5%	6%	1%
COC(=O)c1ccc(-c2noc(CN3CCCCC3c3nccn3C)n2)cc1 (configuration not stated)	1%	5%	?	?	-9%	0%
CC1=CC(C)(C)Nc2ccc(C)cc21	12%	0%	?	?	-5%	2%
O=C(OCCCN1C(=O)c2ccccc2C1=O)c1ccco1	13%	-2%	.	3%	2%	-12%

Reformatted with bars between the fields: part of the list above
SMILES | HCV inhibitor | LmPK inhibitor | Pf growth 96h | Pf growth 48h | Sm TGR block | Tb PYK inh
O=C(NCCCN=C1NS(=O)(=O)c2ccccc21)c1ccc(F)cc1 | 33%[activator] | 7% | -2% | 10% | 0% | 4%
COc1cc(OC)cc(-c2nc3ccccc3c(=O)n2OC(=O)c2ccc(C)c(C)c2)c1 | -4% | 4% | ? | 0% | -6% | 0%
O=C(Nc1ccc2c(c1)OCO2)N1CCN(C/C=C/c2ccccc2)CC1 | -5% | 5% | 8% | 1% | 13% | 1%
CCCN1CCC(=O)N([C@H](COc2ccccc2)Cc2ccccc2)CC1 | -4% | -3% | ? | ? | -25% | 4%
Cc1cc(Cl)ccc1NC(=O)c1ccc2c(c1)OCO2 | -15% | -6% | 62%[activator] | 86%[activator] | -17% | -2%
COc1cccc(N(C(=O)c2nc3nccc(C)n3n2)c2nc3ccccc3s2)c1 | -16% | -1% | . | 140%[activator] | 4% | -4%
CC(C)CN(C(=O)COC(=O)C1c2ccccc2Oc2ccccc21)C1CCS(=O)(=O)C1 (configuration not stated) | -11% | 5% | . | ? | -16% | -1%
COc1cc(CNCc2ccccn2)ccc1OCC(N)=O | -5% | 1% | 47%[activator] | -14% | 32% | -6%
O=C(Nc1ccnn1C1CCN(Cc2ccn[nH]2)CC1)c1ccccc1 | 3% | -12% | 3% | 7% | -13% | -4%
O=C(NNC1=NCCC1)c1cccc(S(=O)(=O)N2CCCCC2)c1 | 17% | 0% | -27% | 5% | 6% | 1%
COC(=O)c1ccc(-c2noc(CN3CCCCC3c3nccn3C)n2)cc1 (configuration not stated) | 1% | 5% | ? | ? | -9% | 0%
CC1=CC(C)(C)Nc2ccc(C)cc21 | 12% | 0% | ? | ? | -5% | 2%
O=C(OCCCN1C(=O)c2ccccc2C1=O)c1ccco1 | 13% | -2% | . | 3% | 2% | -12%

Next part.
SMILES	HCV inhibitor	LmPK inhibitor	Pf growth 96h	Pf growth 48h	Sm TGR block	Tb PYK inh
Cc1cc(C(=O)COc2ncnc3sccc23)c(C)n1C1CC1	-14%	4%	.	39%[activator]	-22%	8%
COc1ccc(NC(=S)NNC(=O)CNc2ccc(Cl)cc2)cc1	10%	-2%	-3%	?	3%	-2%
Cc1ccc(S(=O)(=O)NC(C)(C)CSc2nnc(Nc3ccccc3)s2)cc1	18µM*	10%	12µM*	.	4%	3%
CN1CCN(CCOC2c3ccccc3CSc3ccc(Cl)cc32)CC1 (configuration not stated)	?	3%	10µM*	?	-15%	1%
O=[N+]([O-])c1ccc(N2CCOCC2)cc1NCCCO	-28%	-9%	47%[activator]	27%	8%	0%
COc1cccc(Nc2ncnc3sc(C)cc23)c1	-28%	-5%	-6%	?	-9%	-8%
C/C(=N\NC(=O)c1ccccc1O)C1CC1	-1%	0%	1%	7%	6%	-3%
CCOc1cc(C(=S)N2CCOCC2)ccc1OC(=O)c1ccc(C)cc1	16%	0%	-15%	8%	31%	-7%
O=C(CN1C(=O)NC2(CCCC2)C1=O)N1CCN(S(=O)(=O)c2cc(Cl)ccc2Cl)CC1	27%	.	?	?	0%	2%
CN(C(=O)C(Cl)Cl)c1ccc(OC(=O)c2ccco2)cc1	1%[8.37 µM]	3%	-26%	-18%	1%	-7%&-6%
COCCn1c(SCc2cnc(-c3ccccc3)s2)nnc1-c1ccncc1	-26%	2%	9.3µM*	?	-25%	-29%
CCN(CC)c1ccc(N=Cc2c(O)n(-c3ccccc3)c(=O)[nH]c2=O)cc1	9%	3%	-5%	12%	-35%	-6%
CC1(C)Cc2c(c(-c3ccccc3)[nH]c(=O)c2C#N)CS1	0%	0%	1%	-2%	-13%	-1%
CSC1=NC2(CCCCC2)CC12C=CC(=O)C=C2	16%	-1%	164%[activator]	?	-3%	2%
Cc1onc(-c2c(Cl)cccc2Cl)c1C(=O)c1c[nH]c(C(=O)NC2CC2)c1	-4%	7%	-20%	?	-7%	5%
O=C(Nc1cccc(S(=O)(=O)N2CCOCC2)c1)c1cc([N+](=O)[O-])ccc1N1CCOCC1	13%	.	-1%	-8%	2%	-7%
Cc1ccccc1OCC(=O)OCC(=O)N1CCc2ccccc21	14%	.	40%[activator]	-20%	-8%	1%
COc1cccc(NC(=O)c2cccc(S(=O)(=O)N3CCN(Cc4ccccc4)CC3)c2)c1	?	.	7.4µM*	?	-12%	4%
Cc1ccccc1C(=O)N1CCN(S(=O)(=O)c2ccccc2)CC1	30%[activator]	1%	13µM*	-1%	-7%	-3%
O=C(COC(=O)c1cccc([N+](=O)[O-])c1)NCc1cccs1	17%	1%	14%	0%	?	-1%
O=C(Cc1ccc(F)cc1)NCCc1ccccc1	6%	6%	?	.	2%	-11%
CN(C)C(=O)OCc1n(C)cc[n+]1C	22%	-4%	-1%	-2%	1%	-2%
CC(=O)c1ccc(-c2ccc(C(=O)NCC3CCCO3)o2)cc1 (configuration not stated)	?	.	-29%	-13%	35µM*	-4%
Cn1ncc([N+](=O)[O-])c1C(=O)NCc1ccccc1	17%	-1%	40%[activator]	136%[activator]	7%	-6%
COc1cc(-c2cc(C(=O)N(C)Cc3ccccc3)c3ccccc3n2)cc(OC)c1OC	?	-1%	?	13µM*	-3%	-3%
COc1ccc(C2(O)CN(c3ccc(C)cc3)C3=[N+]2CCCC3)cc1 (configuration not stated)	3%	3%	3%	-25%	.	1%
N#Cc1cccc(S(=O)(=O)N2CCN(c3ccnc4cc(Cl)ccc34)CC2)c1	?	0%	2.3µM*	13µM*	2%	5%
CCC(CC)C(=O)Nc1nnc(S(=O)(=O)N2CCCc3ccccc32)s1	-2%	0%	15µM*	-10%	-25%	-1%
Cc1ccc(CNCC(O)(c2ccc(F)cc2)c2ccc(F)cc2)cc1	-68%	3%	4.7µM*	?	-9%	-1%
Cc1occc1-c1nnc(SCC(=O)c2ccc(Cl)cc2)n1CC1CCCO1 (configuration not stated)	-1%	0%	4%	5%	20µM*	-20%
CC(C)NC(=O)CSc1nnc(COc2ccccc2Cl)o1	5%	-11%	-7%	.	1%	4%
CC1CC2(CCCCC2)Nc2ccc3ccccc3c21 (configuration not stated)	-4%	1%	-21%	10µM*	4%	-3%
COc1cc(C2Nc3cc(Cl)c(S(N)(=O)=O)cc3S(=O)(=O)N2)cc(OC)c1OC (configuration not stated)	?	4%	-15%	-6%	0%	-2%
c1ccc(-c2cnc(CSc3nnc4ccccn34)o2)cc1	16%	-11%	.	187%[activator]	10µM*	-21%
CCOP(=O)(C#CC(C)(C)C)C1(O)CCCCC1 (configuration not stated)	9%	3%	.	20%	-1%	4%
O=C(COC(=O)c1cccc(S(=O)(=O)N2CCN(c3ccccc3)CC2)c1)NCc1ccco1	2%	6%	-10%	?	-11%	2%
CCn1c(SCC(=O)Nc2ccccc2F)nnc1-c1ccoc1C	-4%	-1%	?	7%	2%	1%
Cc1cccc(NC(=S)NNC(=O)c2csc(C)c2)c1	20%	-10%	184%[activator]	163%[activator]	9%	-18%
CCOC(=O)C(Cc1ccc(NC(=O)/C(=C/c2ccc(OC(C)=O)cc2)NC(C)=O)cc1)N1C(=O)c2ccccc2C1=O (configuration not stated)	-27%	3%	165%[activator]	-12%	-8%	-6%
CCN(CC)CCNC(=O)C(=O)Nc1cc2c3c(c1)CCC(=O)N3CCC2	-10%	1%	23%	5%	?	3%
CCOC(=O)c1sc(NC(=O)CC(C)c2ccccc2)nc1C (configuration not stated)	?	-6%	70%[activator]	-40%	3%	-9%
CCOC(=O)N1CCN(C(=O)/C(=C/c2ccc(Br)cc2)NC(=O)c2ccc(OC)cc2)CC1	?	4%	?	?	-1%	10%

From PubChem BioAssay
